Screening data from PubChem BioAssay.
bIAP act – intestinal alkaline phosphatase (bovine) activation | purified bovine IAP, CDP-star luminescence, 30 min; active compounds read high; fold of DMSO-control signal, blank-subtracted | activation factor at 20 µM | 0.17% of 200,000 active;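 active means activation factor of 2 or more at 20 µM, a signal rise over negative controls twice the positive control's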
RAM network inh – yeast RAM network inhibition; S. cerevisiae dse1pr::URA3 reporter, 5-FOA growth OD615, 2 d; analog-sensitive cbk1-as2 kinase mutant strain; inhibition, % at 50 µM; 1.8% of 190,000 active; AID 868;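 active means inhibition above a set limit, 3 SD over mean compound inhibition, cut at about 8.4% in these data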;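 further: 0% = DMSO-only wells with no growth and 100% = 10 µM 1-NA-PP1 full growth; inhibition rescues growth on 5-FOA so higher OD means more RAM inhibition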
bIAP inh – intestinal alkaline phosphatase (bovine) inhibition. inhibition, % at 20 µM. 190,000 tested, under 10 active. AID 1019. purified bovine IAP, CDP-star luminescence, 30 min;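 active means over 50% inhibition of intestinal alkaline phosphatase at 20 µM in the single-dose screen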
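Assay system: bovine IAP enzyme; medium: DEA buffer 100 mM, pH 9.8, with MgCl2 1.0 mM, ZnCl2 0.02 mM; doses: 20 µM single dose; incubation: enzyme reaction for 30 min at room temperature; detection: CDP-star luminescence signal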
TNAP act hiacc – increases human TNAP activity under high phosphate acceptor concentration; P05186; purified TNAP, CDP-star luminescence, 1 M DEA, 30 min; active compounds read high; 0 = EDTA background, 1 = DMSO-only activity; activation factor at 20 µM; 200,000 tested, under 10 active;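 active means activation factor at least 2 at 20 µM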
Target sequence (P05186 whole entry, looked up): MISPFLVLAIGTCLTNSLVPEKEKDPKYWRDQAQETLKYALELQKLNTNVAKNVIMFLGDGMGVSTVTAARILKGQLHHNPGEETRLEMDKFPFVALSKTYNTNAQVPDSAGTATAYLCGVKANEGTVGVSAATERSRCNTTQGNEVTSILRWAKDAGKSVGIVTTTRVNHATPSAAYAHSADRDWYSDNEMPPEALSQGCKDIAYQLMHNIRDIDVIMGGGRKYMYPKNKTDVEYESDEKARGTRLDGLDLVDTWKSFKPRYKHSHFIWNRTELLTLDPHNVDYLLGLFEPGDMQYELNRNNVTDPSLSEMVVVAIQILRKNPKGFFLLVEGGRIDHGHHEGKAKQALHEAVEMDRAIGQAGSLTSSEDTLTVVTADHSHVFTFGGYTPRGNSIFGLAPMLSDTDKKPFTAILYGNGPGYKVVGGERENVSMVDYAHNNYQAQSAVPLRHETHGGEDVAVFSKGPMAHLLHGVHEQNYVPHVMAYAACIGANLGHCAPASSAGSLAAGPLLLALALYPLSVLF
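Measured by: Luminescent substrate turnover signal | Test system: Human TNAP | Input: TNAP 1/800 final | Dosing: 20 µM single point | Schedule: 30 min, room temperature | Controls: EDTA wells as negative control, DMSO wells as positive control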
TNAP inh hiacc – blocks human TNAP under high phosphate acceptor concentration; inhibition, % at 20 µM; purified TNAP, CDP-star luminescence, 1 M DEA; P05186; 0.03% of 200,000 active;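 active means over 50% inhibition of tissue-nonspecific alkaline phosphatase at 20 µM in the single-dose screen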;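 further: plate controls were DMSO wells for no effect and EDTA-quenched wells as full inhibition for full effect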
L major viab – reduces viability of Leishmania major promastigotes | resazurin fluorescence viability | inhibition, % at 10 µM | 9% of 200,000 active; in the data active means inhibition above about 50%;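 further: promastigotes grown with compound for 44 hours at 28 °C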
FLuc inh counter – counter-screen for luciferase assay inhibitors: firefly luciferase inhibition. P08659. AID 1006. ATPLite firefly luciferase biochemical luminescence, 10 min. inhibition, % at 10 µM. 1.5% of 200,000 active;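 active means inhibition above about 50% when tested at 10 µM, limit read from the data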
APP 5UTR inh – APP translation inhibition; 0.82% of 190,000 active; SH-SY5Y APP 5'UTR-luciferase reporter, luminescence; inhibition, % at 2 µM; AID 1285;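 active means inhibition above a set limit, derived from the sample mean plus 3 SD, cut at about 45% in these data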; further: values of inactives mirror those of a sister screen read the other way
TNAP inh no acc – blocks human TNAP activity with no phosphate acceptor present; inhibition, % at 20 µM; P05186; 0.26% of 200,000 active; purified TNAP, CDP-star luminescence, 30 min;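 active means tissue-nonspecific alkaline phosphatase inhibition above about 50% at 20 µM in the single-dose screen, limit read from the data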;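 further: 0% = DMSO negative control and 100% = EDTA positive control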
FLuc act counter – affects firefly luciferase, flagging false hits in luciferase stimulation screens. P08659. ATPlite luciferase biochemical, luminescence, 10 min; 0 = ATP-free wells, 1 = DMSO control. 200,000 tested, under 10 active. activation factor at 10 µM;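 active means luciferase activation factor, scaled between plate controls, of at least 2 with compound at 10 µM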
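Assay system – cell-free luciferase reagent · Medium – PBS-based ATP solution · Dosing – test compounds dosed from 2 mM stocks in 100% DMSO · Timing – 10 min, room temperature · Technique – light output (luminescence) · Measure – luminescence gain marking luciferase activators · Controls – No-ATP low control, compound-free enzyme-plus-ATP high control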
Starred values were filed as active, the others as inactive; . = not tested or not shown.

SMILES | bIAP act | RAM network inh | bIAP inh | TNAP act hiacc | TNAP inh hiacc | L major viab | FLuc inh counter | APP 5UTR inh | TNAP inh no acc | FLuc act counter
COc1ccccc1NC(=O)NCCN1CCN(C(=O)Nc2ccccc2OC)CC1 | 1.1 | 0.5 | -9 | 1 | -1 | 1 | -5 | 0 | -19 | 1
O=C(Nc1ccc(N2CCOCC2)c(Cl)c1)c1ccc(F)cc1 | 0.9 | 3.3 | 13 | 1.1 | -5 | 9 | 10 | -43 | -11 | 0.9
Cc1oc(C)c(C(=O)Nc2ccc(CC(=O)O)cc2)c1C(=O)Nc1ccc(CC(=O)O)cc1 | 0.9 | 0.5 | 12 | 1 | 0 | -3 | -5 | 12 | -5 | 1.1
COc1ccc(CN2C(=O)C3C4C=CC(C4)C3C2=O)cc1 (stereo not given) | 1 | 1.6 | 3 | 1 | -4 | -2 | -4 | -9 | -15 | 1
CCOC(=O)c1ccc(NC(=O)COc2ccccc2CNCCO)cc1 | 1.1 | 1.2 | -11 | 1 | -1 | 18 | -3 | 10 | -6 | 1
Cc1cccc(Cc2cnc(NC(=O)CN3C(=O)/C(=C/c4ccccc4)SC3=S)s2)c1 | 0.9 | 7.3 | 7 | 0.9 | 6 | 1 | -2 | -20 | 15 | 1
CCCS(=O)(=O)Nc1c(C(=O)O)[nH]c2ccccc12 | 1.1 | 1.6 | -11 | 1.1 | -6 | -3 | -3 | -23 | -10 | 1
Cc1ccc(C(=O)N2CCCC(C(=O)c3cc(F)ccc3F)C2)s1 (stereo not given) | 0.9 | -1.7 | 6 | 1 | -1 | -7 | -7 | -18 | -3 | 1.1
Cc1ccc(N2C(=O)[C@@H]3C(C(=O)CCN4C(=O)c5ccccc5C4=O)=NN[C@@H]3C2=O)cc1 | 1 | 1.9 | -4 | 1.1 | -7 | -6 | -8 | 14 | -5 | 1.1
CCSc1nnc(-c2ccc(Cl)cc2)c2ccccc12 | 1 | 3.8 | 4 | 1.1 | -9 | 3 | -12 | -1 | 1 | 1.1
C=CCc1cccc2cc(C(=O)Nc3ccccc3C(=O)O)c(=O)oc12 | 1 | 1.8 | -5 | 1 | 2 | -5 | 1 | -9 | -3 | 1
CN(C)c1ccc(-c2nnn(Cc3ccccc3Br)n2)cc1 | 0.7 | 0.6 | 26 | 1 | -3 | -4 | 0 | -18 | -16 | 1
CCN1CCN(c2cc(C)c3cc(NC(=S)N4CCCC(C)C4)ccc3n2)CC1 (stereo not given) | 1.2 | 1.5 | -17 | 1 | -4 | 96* | -6 | -27 | -2 | 1.1
O=c1c2c(nc3c(-c4ccc(Cl)cc4)c[nH]n13)CCC2 | 1.1 | 2.1 | -14 | 1 | -3 | 22 | -3 | 5 | -26 | 1
CCCN(CCC)c1nc(NC2CCN(C(=O)OCC)CC2)nc(OC)n1 | 1 | -0.3 | -5 | 1 | -5 | 38 | 0 | -12 | -5 | 1
COc1ccc(CN2C(=O)c3ccccc3C(/C=N\OCc3ccc(C)cc3)C2=O)cc1 (stereo not given) | 1 | 14* | 1 | 1 | -4 | 37 | 0 | -26 | -9 | 1
CCOC(=O)c1c(NC(=O)COC(=O)CNC(=O)c2ccco2)sc(C(C)=O)c1C | 0.9 | 2.1 | 12 | 1 | -3 | 42 | -7 | -1 | -2 | 1.1
O=S(=O)(N/N=C/c1ccc2c(c1)OCCO2)c1ccc(Cl)cc1 | 0.9 | 2.5 | 5 | 1.1 | -6 | -6 | -11 | -18 | -5 | 1.1
O=C(NCc1ccco1)C(c1ccccc1)N(C(=O)Cc1cccs1)c1ccccc1F (stereo not given) | 1 | 5.3 | 0 | 1 | 3 | 6 | -1 | 14 | -5 | 1
O=C(NC1CCCCC1)C(c1ccc(F)cc1)N(Cc1cccs1)C(=O)CN1C(=O)c2ccccc2S1(=O)=O (stereo not given) | 1 | 3.6 | -2 | 1 | 3 | 29 | -5 | -22 | -10 | 1.1
CCOC(=O)c1cc(-c2ccccc2)sc1NC(=O)C(C)OC(=O)c1cccc(S(=O)(=O)N(C)C)c1 (stereo not given) | 0.5 | 4.1 | . | 1 | -4 | 6 | -6 | -12 | -7 | 1.1
O=C(CSc1nnc(-c2cccc(F)c2)o1)Nc1nncs1 | 1 | 0.0 | 2 | 1 | 1 | 15 | 2 | 7 | -1 | 1
CCCN1CCN(C(=O)c2nn(-c3ccc(OC)cc3)c(=O)c3c2c2ccccc2n3C)CC1 | 1 | -0.2 | 3 | 1 | -2 | 5 | -5 | -38 | -9 | 1
O=c1cc(NCc2ccccc2)c2ccccc2o1 | 0.8 | 0.5 | 21 | 1 | -4 | 9 | -5 | -16 | -14 | 1

Some of the entries above in a different format:
Second line of a record – bIAP act | RAM network inh | bIAP inh | TNAP act hiacc | TNAP inh hiacc | L major viab | FLuc inh counter | APP 5UTR inh | TNAP inh no acc | FLuc act counter
COc1ccc(CN2C(=O)c3ccccc3C(/C=N\OCc3ccc(C)cc3)C2=O)cc1 (stereo not given)
 : 1 | 14* | 1 | 1 | -4 | 37 | 0 | -26 | -9 | 1
CCOC(=O)c1cc(-c2ccccc2)sc1NC(=O)C(C)OC(=O)c1cccc(S(=O)(=O)N(C)C)c1 (stereo not given)
 : 0.5 | 4.1 | . | 1 | -4 | 6 | -6 | -12 | -7 | 1.1
O=c1cc(NCc2ccccc2)c2ccccc2o1
 : 0.8 | 0.5 | 21 | 1 | -4 | 9 | -5 | -16 | -14 | 1
Cc1oc(C)c(C(=O)Nc2ccc(CC(=O)O)cc2)c1C(=O)Nc1ccc(CC(=O)O)cc1
 : 0.9 | 0.5 | 12 | 1 | 0 | -3 | -5 | 12 | -5 | 1.1
CCN1CCN(c2cc(C)c3cc(NC(=S)N4CCCC(C)C4)ccc3n2)CC1 (stereo not given)
 : 1.2 | 1.5 | -17 | 1 | -4 | 96* | -6 | -27 | -2 | 1.1
Cc1ccc(N2C(=O)[C@@H]3C(C(=O)CCN4C(=O)c5ccccc5C4=O)=NN[C@@H]3C2=O)cc1
 : 1 | 1.9 | -4 | 1.1 | -7 | -6 | -8 | 14 | -5 | 1.1

Remaining list, next part
SMILES | bIAP act | RAM network inh | bIAP inh | TNAP act hiacc | TNAP inh hiacc | L major viab | FLuc inh counter | APP 5UTR inh | TNAP inh no acc | FLuc act counter
Cc1ccc(S(=O)(=O)NNc2ccccc2)c(C)c1 | 0.7 | -0.5 | 33 | 1 | -1 | 16 | -2 | -36 | 4 | 1
CC(=O)Nc1ccccc1NC(=O)C/C(C)=N/NC(=O)c1ccc([N+](=O)[O-])c(Cl)c1 | 1.1 | 1.5 | -7 | 1 | -2 | -9 | -6 | -32 | 0 | 1.1
c1ccc(-c2csc(Cc3nnc4n3CCCCC4)n2)cc1 | 0.9 | 0.4 | 7 | 1 | -2 | -6 | -3 | -10 | -2 | 1
Cc1ccc(C(=O)CSc2nnnn2-c2ccccc2)o1 | 1 | -1.3 | 3 | 1 | -4 | -1 | 4 | -22 | -5 | 1
Cc1cccc(N(CC(=O)Nc2ccc(F)cc2)S(C)(=O)=O)c1 | 0.8 | -0.2 | 20 | 1 | 1 | 1 | -5 | -2 | 2 | 1
O=C(C1CCCC1)N(c1ccccc1)C1C=CS(=O)(=O)C1 (stereo not given) | 0.9 | 2.0 | 12 | 1 | -4 | -9 | -8 | -10 | -7 | 1.1
Cc1ccc(N/N=C/c2ccc3c(c2)OCCO3)cc1Cl | 1 | 0.9 | 0 | 1 | -1 | 0 | 0 | -127 | -2 | 1
O=C(CN1C(=O)c2ccccc2S1(=O)=O)Nc1ccc(S(=O)(=O)N2CCCCCC2)cc1 | 1.1 | 2.5 | -6 | 1 | -4 | -4 | -6 | -2 | -11 | 1.1
CCOC(=O)n1c(=O)n(Cc2ccc(Cl)c(Cl)c2)c2ccccc21 | 0.9 | 4.6 | 7 | 1 | 0 | -3 | 4 | 5 | -2 | 1
O=C(COc1ccccc1-c1ccccc1)c1ccccc1 | 1.3 | 2.1 | -30 | 1 | 2 | -3 | 1 | 15 | -7 | 1
O=C(Nc1ccn(-c2ccccc2)n1)c1ccccc1Br | 0.8 | -2.8 | 23 | 1 | 5 | 5 | 8 | -35 | -2 | 0.9
O=C(c1ccc(COc2ccccc2[N+](=O)[O-])o1)N1CCCCC1 | 0.9 | 1.1 | 14 | 1.1 | -5 | 10 | -6 | -21 | 1 | 1.1
CC1c2nc3ccccc3n2C(CC(=O)NC2CC2)C(=O)N1Cc1ccccc1 (stereo not given) | 1 | 1.0 | -1 | 1 | 0 | -2 | -6 | -3 | -7 | 1.1
COc1cc(OC)cc(C(=O)N/N=C/c2ccc(OC)c(COc3ccc(F)cc3)c2)c1 | 1 | 2.6 | -3 | 1 | -3 | 8 | -4 | 87* | -7 | 1
Cc1nn(CCC(=O)NNC(=S)Nc2ccc(F)cc2)c(C)c1[N+](=O)[O-] | 1 | 1.9 | 4 | 1 | -2 | -6 | -9 | -2 | -162 | 1.1
CCOC(=O)C1C(=O)CC(C)(O)C(C(=O)OCC)C1c1ccccc1OC (stereo not given) | 1.1 | 0.9 | -5 | 1 | -4 | -3 | -7 | -8 | -12 | 1.1
Cc1cccc(NC(=O)CSc2nnnn2C)n1 | 1 | 0.7 | 0 | 1 | -3 | -3 | -8 | 4 | -1 | 1.1
Cc1ccccc1NC(=O)Nc1nnc(Cc2ccc([N+](=O)[O-])cc2)s1 | 1.3 | 2.3 | -33 | 1 | 1 | 4 | -6 | . | -11 | 1.1
Cc1cccc(Cn2cnc3c(NS(C)(=O)=O)c(C)c(C)cc32)c1 | 1 | 2.5 | -1 | 1 | 0 | -8 | -8 | -2 | -8 | 1.1
Cc1ccc(NC(=O)c2cc(Cl)nc3ccccc23)cc1 | 1.1 | 2.0 | -5 | 1 | -1 | -11 | -2 | -7 | -5 | 1
